High-throughput results (PubChem)
hcGAS inh: Primary biochemical luminescence assay for human cyclic GMP-AMP synthase inhibitors | Q8N884 | recombinant h-cGAS, ATP depletion, Kinase-Glo luminescence | inhibition, % at 12.5 µM | 0.081% of 290,000 active | AID 1259398, 2018;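 further: 0% = vehicle reaction and 100% = reaction without DNA for no activity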
Target sequence (Q8N884 whole entry, looked up): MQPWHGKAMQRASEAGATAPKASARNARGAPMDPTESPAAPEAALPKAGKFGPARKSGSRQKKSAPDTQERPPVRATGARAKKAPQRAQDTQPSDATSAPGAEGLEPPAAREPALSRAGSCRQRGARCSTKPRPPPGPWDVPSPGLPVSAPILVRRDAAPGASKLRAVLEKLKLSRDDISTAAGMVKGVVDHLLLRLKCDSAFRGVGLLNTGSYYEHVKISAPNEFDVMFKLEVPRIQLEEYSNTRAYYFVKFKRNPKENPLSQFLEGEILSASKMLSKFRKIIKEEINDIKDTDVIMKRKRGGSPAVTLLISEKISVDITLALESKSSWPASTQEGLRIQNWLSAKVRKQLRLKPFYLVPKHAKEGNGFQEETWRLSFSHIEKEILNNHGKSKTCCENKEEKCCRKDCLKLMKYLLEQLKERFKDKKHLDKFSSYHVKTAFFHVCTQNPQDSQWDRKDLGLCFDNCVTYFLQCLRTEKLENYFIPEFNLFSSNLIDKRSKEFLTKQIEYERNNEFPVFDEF
NPYLR7 agonist: agonists of mosquito NPYLR7 receptor, primary screen, cell-based, Aedes aegypti, calcium fluorescence, mosquito biting behavior. Aedes aegypti neuropeptide Y-like receptor 7 (NPYLR7). HEK293T NPYLR7/Galpha15, GCaMP6s calcium fluorescence. activation, % at 10 µM. 0.15% of 270,000 active. AID 1259423, 2018; in the data active means activation above about 40%;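 further: 0% = vehicle and 100% = reference agonist at the receptor; some compounds past the cut are filed as inactive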
mcGAS inh: cyclic GMP-AMP synthase inhibitors, mouse, primary biochemical chemiluminescence. Q8C6L5. recombinant cGAS, Kinase-Glo ATP depletion luminescence. inhibition, % at 12.5 µM. 0.15% of 160,000 active. AID 1259399, 2018;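 further: 0% = negative control wells and 100% = reference inhibitor with no enzyme activity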
The depositor's hits bear a star; nt = not tested or not shown. Unless noted, no stated cut-off is given here; in the data, active means inhibition above about 40%; inactive means the rest. Rows are unselected, and some 0.27% of all compounds hit somewhere here.

SMILES	hcGAS inh	NPYLR7 agonist	mcGAS inh
CCCCS(=O)(=O)N(C)Cc1ccc(-c2ccc(Br)cc2)o1	-6.2	-5.7	nt
O=C(c1ccon1)N1CCCC(c2cc(=O)[nH]c(Cc3cccs3)n2)C1 (configuration not stated)	-5.6	-2.3	nt
O=C(NCCc1ccccn1)c1cccc(Nc2c(Oc3ccc4c(c3)CCC4)cnn(-c3ccc(Cl)c(Cl)c3)c2=O)c1	-1.8	4.7	-4.2
CC(C)CN(Cc1c(-c2ccccc2)noc1N1CCSCC1)C(=O)Nc1cccc(Cl)c1	-6.6	2.0	-7.6
COc1ccc(OC)c2sc(N(Cc3ccccn3)C(=O)c3ccc([N+](=O)[O-])s3)nc12	-7.4	2.3	-13.7
CC(CNC(=O)c1ccc2c(=O)n(-c3ccc(F)cc3)c(N3CCCC3)nc2c1)c1ccccc1 (configuration not stated)	-4.8	-0.3	-3.8
O=C(c1ccsc1)N1CCCC(CNC(=O)C2(c3ccc(Cl)cc3)CC2)C1 (configuration not stated)	0.4	-4.2	0.5
Nc1c(ONC(=O)c2ccccc2)c(=O)[nH]c2sc3c(c12)CCCC3	38.7	5.5	nt
COc1ccc(-n2c(Cc3ccccc3F)n[nH]c2=O)c(OC)c1	-5.6	0.0	-10.0
Cc1[nH]n(-c2ccc([N+](=O)[O-])cc2)c(=O)c1C=NCc1ccco1	1.2	-13.5	nt
N#CCCN(Cc1ccco1)C(=O)/C=C(\c1ccccc1)C(F)(F)F	-5.7	7.3	nt
CC(=O)Nc1ccc(N2C(=O)C3C4c5ccccc5C(c5ccccc54)C3C2=O)cc1 (configuration not stated)	-3.1	-3.0	-5.3
COCCCN(Cc1nc(C(=O)OC)cs1)C(=O)c1ccc(C)c([N+](=O)[O-])c1	-1.1	-7.3	-2.4
NC(=O)c1c(NC(=O)CN2CCCCCC2)sc2c1CCC2	-4.2	2.1	nt
CNC(=O)CSc1nnc(N2CCN(C(=O)COc3ccc(C(C)C)cc3)CC2)s1	3.6	-16.3	-1.8
Cc1cccc(Cn2cnc3c(cnn3CCO)c2=O)c1	-13.1	17.5	nt
CCCc1noc(CN2CCCC(OCc3cccnc3)C2)n1 (configuration not stated)	-6.9	12.3	nt
CCS(=O)(=O)c1ccc2oc(CN3CCN(S(N)(=O)=O)CC3)nc2c1	1.3	2.6	nt
CCOc1ccc(-c2cnc(-c3cccc(OCC(N)=O)c3)[nH]2)cc1	0.5	18.0	nt
Cn1cc(C(CC(=O)NC2CCN(Cc3ccccc3)CC2)c2cccc(C(F)(F)F)c2)c2ccccc21 (configuration not stated)	-1.0	3.7	-5.2
CN(Cc1ccc2nsnc2c1)C(=O)c1cn(CC2CCCNC2)nn1 (configuration not stated)	-2.1	5.0	nt
COC(=O)CCCCC(=O)Nc1ccc(-c2cccc(-c3ccc4c(c3)OCCO4)n2)cc1	-4.4	-1.9	-4.5
CCN(CC)S(=O)(=O)c1ccc2nc(-c3ccc(C#N)cc3)[nH]c2c1	-7.0	8.4	nt
CCOCCn1c(=NC(=O)c2ccc3ncsc3c2)sc2cc(NC(C)=O)ccc21	-3.5	3.3	nt
O=C(c1c(F)cccc1C(F)(F)F)N1CCC(Cc2ccc(-c3ccccc3)cc2)CC1	-7.2	3.1	-6.0
COCCN1C(=O)C(Sc2ccccc2)C1c1cccs1 (configuration not stated)	-4.0	1.1	nt
C=CCNC(=O)C1C2C=CC(C2)C1C(=O)OC(C)C (configuration not stated)	0.1	13.5	-3.7
CCOC(=O)c1ccc(Nc2nc(-c3cc4c(ccc5ccccc54)oc3=O)cs2)cc1	0.8	-1.0	0.4
Cc1ccn(-c2ccc(N3CCN(S(=O)(=O)c4cc(C(C)C)ccc4C)CC3)nn2)n1	-3.0	-2.0	-6.9
COc1cccc(-c2cc(C(=O)N3CCc4ccccc4C3)n3nc(C(C)(C)C)cc3n2)c1	-3.8	11.8	-5.9
O=C(N=c1sccn1Cc1ccc(C(=O)NCC2CCCO2)o1)c1cccc(Cl)c1 (configuration not stated)	-3.6	17.0	nt
Cc1nc(N(C)C)nc(N(CC(C)C)CC(C)C)n1	-8.7	7.5	nt
CC1(C)C(=O)NCCN1C(=O)CC(c1ccccc1)c1ccc2c(c1)OCO2 (configuration not stated)	-9.1	15.1	-11.7
COc1ccc2c(c1)-c1c(sn(-c3cc(C)ccc3O)c1=S)C(C)(C)N2	5.8	1.8	nt
Cc1[nH]c2ccccc2c1CC(=O)NC(C)c1cn2ccsc2n1 (configuration not stated)	4.6	-1.8	nt
Cc1nn(Cc2ccccc2Cl)c2sc(C(=O)N3CCN(C(=O)C(C)C)CC3)cc12	-13.5	8.3	nt
CCOc1ccc(SCC(=O)Nc2nnc(C3CCNCC3)o2)cc1	-5.3	5.4	nt
O=C(Cc1ccc(F)cc1)NCCNc1nc(-c2ccco2)nc2cc(Cl)ccc12	6.9	5.0	0.1
Cc1ccc(CN(Cc2ccc(F)cc2)C(=O)CN(CC2CCCO2)C(=O)Nc2ccc(C#N)cc2)o1 (configuration not stated)	-0.5	0.2	-3.8
CC(C)(C)CNC(=O)CN1Cc2ccc(Nc3ccc(Cl)cc3)nc2C1=O	-3.6	9.2	-7.8
CC1CCC(NCC2CCCc3ccccc32)(P(=O)(O)O)CC1 (configuration not stated)	-5.3	0.5	nt
CCCC1=NN(C(C)=O)C(C(=O)N2CCC(N3CCCCC3)CC2)O1 (configuration not stated)	-8.5	16.9	nt
Cc1ccc(-c2nn(CC(N)=O)c(=O)c3nc(C)sc23)cc1	12.9	10.8	-2.1
COC(=O)C1CCN(C(=O)Cc2cc(=O)[nH]c(SCc3ccccc3)n2)CC1	-5.1	-8.0	-7.2
CCCCCCCCCC(=O)N1CCN(c2nc(Cc3ccc(Cl)cc3)ns2)CC1C (configuration not stated)	-1.7	nt	-3.1
Cc1cc2nc(-c3cccc(NC(=O)c4cc([N+](=O)[O-])ccc4Br)c3)oc2cc1C	1.6	10.7	-6.2
CC(C)CN(CC(=O)Nc1nc(CC(=O)NC(C)CCc2ccccc2)cs1)C(=O)c1ccc(F)cc1 (configuration not stated)	-4.2	2.4	-3.3
CO/N=C(/C(=O)NCCc1cccc(OC)c1)c1csc(NC=O)n1	-0.1	16.3	-2.9
CCCCN1C(=O)N(C)C2NC(=S)NC21 (configuration not stated)	-6.2	nt	-4.9
CC(C)OC(=O)CN1C(=O)C(=O)N(C(C)C)C1=O	-2.6	-0.5	-4.5
c1csc(-c2noc(CN3CCC(c4nc5ccccc5o4)CC3)n2)c1	-8.7	2.9	nt
CC(C)CCn1c(CN2CCN(c3ccc(F)cc3)CC2)nc2c1c(=O)n(C)c(=O)n2C	-2.9	10.0	nt
Cc1c(C(=O)NCc2ccc(C#N)cc2)sc(=O)n1Cc1ccccn1	5.7	11.1	nt
COc1ccc(-c2cc(C(=O)Nc3ccc(C)cc3)n(-c3cccc([N+](=O)[O-])c3)n2)c(OC)c1	-4.9	-1.4	-5.4
CCCCn1c(N)c(N(CCC)C(=O)Cc2c(F)c(F)c(F)c(F)c2F)c(=O)[nH]c1=O	-7.7	8.7	nt
O=C(COC(=O)c1cc2c(s1)CCC2)NC(=O)NC1CCCCC1	2.7	3.1	-0.6
Cn1cnnc1C1CCN(Cc2cc(-c3ccccc3)ccc2OCC(=O)NC2CCS(=O)(=O)C2)CC1 (configuration not stated)	1.7	-3.0	nt
CN1CCN(C(CNC(=O)Cc2cccc3ccccc23)c2ccsc2)CC1 (configuration not stated)	-11.4	4.6	-7.2
N#Cc1ccc(C(NCCc2nc3ccccc3s2)C(N)=O)cc1 (configuration not stated)	-12.9	9.8	nt
CCOC(=O)c1cnc(-c2ccc(OC)c(OC)c2)nc1NC(CC)c1ccccc1 (configuration not stated)	-7.4	4.6	-6.3
(list continues)
SMILES	hcGAS inh	NPYLR7 agonist	mcGAS inh
O=C(C1CC1)N1CCCC(CN2CCOCC2)CC1 (configuration not stated)	-4.8	nt	-3.3
CCOc1ccc(NC(=O)c2c(NC(=O)c3ccccc3)sc3c2CCCC3)cc1	-4.3	-2.9	-7.9
Cc1cc(C)c(S(=O)(=O)NCc2ccc3c(c2)OCO3)cc1Br	0.4	1.0	-6.0
Cn1nc(-c2ccc(F)cc2)cc1C(=O)NCc1nc2ccccc2[nH]1	-1.7	6.0	nt
O=C1C(Nc2ccc(Cl)cc2)=C(N2CCCCC2)C(=O)c2ccccc21	-6.7	17.5	nt
COC(=O)C1(F)CCN(C(=O)c2cc(F)cc(F)c2)C1 (configuration not stated)	-0.4	0.5	nt
Cc1oc(-c2cccs2)nc1CN1CCCCC1c1nccs1 (configuration not stated)	-1.8	3.2	nt
CCC(=O)N1CCc2ccc(OC(C)C(=O)NCCc3ccccn3)cc2C1c1cccc(C)c1 (configuration not stated)	-0.5	nt	-3.4
COc1ccc(C(=O)NCCCOC(C)C)cc1OC1CCN(C(C)=O)CC1	-12.7	5.0	nt
Cc1nc2n(n1)C(=O)C(C(c1ccccc1F)N1CCN(Cc3ccccc3)CC1)S2 (configuration not stated)	2.5	-12.1	-1.4
CC(C)c1nnc(NC(=O)C=Cc2ccsc2)s1	-4.1	8.1	nt
COc1ccc(CCNC(=O)c2csc(CSc3nnc(-c4ccco4)n3-c3cc(Cl)ccc3Cl)n2)cc1OC	-0.5	19.8	-5.0
Cc1nc2scc(C)n2c(=O)c1NC(=O)Cc1ccc(F)cc1	-7.6	4.8	-6.1
O=C1C(=O)N(CCN2CCOCC2)C(c2cccc([N+](=O)[O-])c2)C1=C(O)c1ccc(F)cc1 (configuration not stated)	1.3	0.9	-0.8
Oc1oc(-c2ccc(Cl)cc2)nc1C=Nc1ccc2ccccc2c1	-2.7	-2.1	nt
Cc1ccc(C(C)C)cc1OCC(=O)N=Nc1c(O)[nH]c2c(C)cc([N+](=O)[O-])cc12	-7.8	-0.2	-4.0
Cc1ccc2nc(N(Cc3cccnc3)C(=O)C3COc4ccccc4O3)sc2c1 (configuration not stated)	-4.4	-9.1	-6.9
CN1CCN(Nc2ncnc3sc4c(c23)CCCC4)CC1	2.5	1.8	-3.8
CCCCCn1c(=O)c2c(nc3n2CCCN3Cc2ccco2)n(C)c1=O	-9.3	-0.8	nt
